Screens deposited in PubChem by National Center for Advancing Translational Sciences (NCATS).
SW480 rerep = induces DNA re-replication in SW480 colon adenocarcinoma cells | actives 1.8% (n = 340,000) | SW480 DNA re-replication, Hoechst DNA content imaging, 48 h | Potency, µM (series often up to 46.1 µM), for inactives: at the highest dose re-replication activation, hits mostly activators; further: % of control where 0% means no effect; nearly all actives have a fitted effect of over 55% in size
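DNA re-replication was detected as more nuclei of elevated Hoechst intensity after 48 hr exposure to compound (23 nL pinned per well of 250 cells).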
TDP43 rescue = TDP-43 toxicity inhibition in yeast. Potency, µM (titrated, usually from 46.1 µM), without a hit: at the top dose growth rescue (activation), actives largely listed as activators. actives 1.8% (n = 410,000). AID 652104. TDP-43 expressing yeast growth rescue, BacTiter-Glo, 24 h; further: % of control where 0% means no effect; nearly all actives have a fitted effect of over 50% in size
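Yeast expressing TDP-43 (pregrown in raffinose, seeded at OD600=0.02 in galactose medium) exposed to compounds 24 hr at 30 deg C. Growth read by BacTiter-Glo luminescence; rescue of toxicity appears as increased signal.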
HT1080-NT tox = kills 2HG-producing HT-1080-NT fibrosarcoma cells; actives 1.6% (n = 360,000); Potency, µM (doses to about 46.1 µM), for the others: at the top dose activity, negative = less viability, hits mostly cytotoxic; AID 686970; HT-1080-NT fibrosarcoma viability, CellTiter-Glo ATP luminescence, 48 h;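 further: NT is the 2HG producing partner of a matched IDH1 knockdown line; 0% = DMSO-treated cells and -100% = media-only wells without cells; nearly all actives have a fitted effect of over 55% in size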
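Read-out is CellTiter-Glo luminescence after 10 minutes at room temperature, following 48 hours' compound treatment of HT-1080-NT cells (750 cells/well, RPMI, 5% FBS, 37 degrees C).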
GLP1R inv ag = acts as inverse agonist at human GLP-1 receptor. Potency, µM (titrated, usually from 38.3 µM), for the others: at the highest dose activity change, negative = inhibition, usual class: inhibitors. actives 1.6% (n = 410,000). HEK293 GLP-1R CRE-luciferase, luminescence, 24 h; GLP-1R form is constitutively active. AID 624417. P43220; further: on the % scale 0 is the no-effect control and ±100 the full control effect; nearly all actives have a fitted effect of over 55% in size
Target sequence (P43220 whole entry, looked up): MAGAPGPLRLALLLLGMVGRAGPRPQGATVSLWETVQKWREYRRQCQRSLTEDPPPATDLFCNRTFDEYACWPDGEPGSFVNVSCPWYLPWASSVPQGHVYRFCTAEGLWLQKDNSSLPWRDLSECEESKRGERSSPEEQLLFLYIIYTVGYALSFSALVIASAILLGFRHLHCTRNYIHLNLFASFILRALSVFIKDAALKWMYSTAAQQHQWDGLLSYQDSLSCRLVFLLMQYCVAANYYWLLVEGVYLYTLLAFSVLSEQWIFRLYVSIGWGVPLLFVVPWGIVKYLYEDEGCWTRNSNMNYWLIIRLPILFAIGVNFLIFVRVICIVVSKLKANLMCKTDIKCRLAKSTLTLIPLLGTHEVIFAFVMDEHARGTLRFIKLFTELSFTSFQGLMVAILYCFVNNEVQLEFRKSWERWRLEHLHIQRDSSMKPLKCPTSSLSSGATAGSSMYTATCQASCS
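Readout was luciferase luminescence, measured 12 min after detection reagent at room temperature. Beforehand, GLP-1R reporter HEK293 cells had sat 12 h, then received compounds for 24 hr at 37 deg C.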
HEK293 tox = cytotoxicity counter-screen for GLP-1 receptor inverse agonists | Potency, µM (series often up to 38.3 µM), inactives show at the highest dose activity change, negative = inhibition, hits mostly inhibitors | AID 624418 | actives 0.13% (n = 410,000) | HEK293 cAMP-luciferase reporter cells, luminescence, 24 h;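 further: loss of luciferase light is scored as toxicity; on the % scale 0 is the no-effect control and ±100 the full control effect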
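Luminescence readout: signal drop marks cytotoxicity. Plated cells grew 12 h at 37 °C, 5% CO2, received 23 nL compound for 24 h, then got luciferase reagent, read after 12 min at RT.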
KB-3-1 cytotox = KB-3-1 parental cell cytotoxicity; KB-3-1 viability, CellTiter-Glo ATP luminescence, 72 h; Potency, µM (highest dose often 46.1 µM), without a hit: top-dose activity change, negative = cytotoxic, hits mostly cytotoxic; actives 1.4% (n = 400,000); AID 1347075; further: on the % scale 0 is the no-effect control and ±100 the full control effect; nearly all actives have a fitted effect of over 60% in size
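Cells are dispensed, compounds pinned in, plates held at 37 °C for 72 h, then CellTiter-Glo is added and luminescence read after 10 minutes. Cell line: parental KB-3-1 in phenol-red-free DMEM, 10% FBS.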
HT1080 IDH1KD tx = kills HT-1080 cells with IDH1 knockdown; HT-1080 IDH1 knockdown viability, ATP luminescence, 48 h; Potency, µM (titrated, usually from 46.1 µM), for the others: top-dose activity, negative = toxicity, usual class: cytotoxic; AID 686971; actives 2% (n = 360,000);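 further: 0% = DMSO wells and -100% = cell-free medium wells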
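Luminescent ATP read-out (CellTiter-Glo, 10 min at room temperature) after 48 h compound exposure at 37 °C gave viability of IDH1-knockdown HT-1080 cells. Activity was normalised to DMSO and cell-free wells, then fitted as concentration-response curves.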
GLP-1R agonist = agonists of human GLP-1 receptor. HEK293 GLP-1R CRE-luciferase, luminescence, 4-6 h; cells express a hypersensitive GLP-1R form. Potency, µM (top dose mostly 45.6 µM), inactives show top-dose activation, hits mostly activators. actives 0.007% (n = 380,000). AID 624172; further: % of control where 0% means no effect
KB-V1 MDR tox = kills drug-selected multidrug resistant KB-V1 cells; Potency, µM (series often up to 46.1 µM), for inactives: at the highest dose activity change, negative = cytotoxicity, actives largely listed as cytotoxic; actives 3.4% (n = 400,000); KB-V1 MDR cells viability, CellTiter-Glo, 72 h; AID 1347076; further: on the % scale 0 is the no-effect control and ±100 the full control effect; nearly all actives have a fitted effect of over 60% in size
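Cells of the MDR subline KB-V1 are plated, dosed with compound at multiple concentrations, and incubated 72 h at 37 degrees C; CellTiter-Glo is then added and luminescence read after 10 min.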
Starred values were filed as active, the others as inactive; ? = inconclusive; . = no result given; [ ] = remark or other dose. The call rests on the fitted dose curve; in most records, active means well fitted curve in the direction sought with a large enough effect; inconclusive means small, poorly fitted or top-dose-only effect, or another doubt; inactive means no such curve, though single readings can be large; an effect the other way counts as inactive or inconclusive. Potency means the concentration at half of the fitted maximal effect.

SMILES	SW480 rerep	TDP43 rescue	HT1080-NT tox	GLP1R inv ag	HEK293 tox	KB-3-1 cytotox	HT1080 IDH1KD tx	GLP-1R agonist	KB-V1 MDR tox
Cc1cccc(C)c1NC(=O)CNC(=O)c1ccc(S(=O)(=O)NCc2ccco2)cc1	-1%	21%	0%[9.24 µM]	-2%	-5%	20%	-4%	-2%	?
COc1ccc(CCNCc2ccccc2N2CCCC2)cc1	12%	-21%	?	-7%	-9%	?	-29%	4%	-16%
O=C1CCC2S/C(=C/Nc3ccc(C(F)(F)F)cc3)C(=O)N12 (stereo not drawn)	-1%	-15%	1%	?	1%	1%	-19%	0%	0%
CC(C)(C)c1ccc(OCC(=O)NNC(=O)C2CCCO2)cc1 (stereo not drawn)	?	-24%	20%	-13%	0%	-3%	14%	3%	3%
CC(C)CN1CC(=O)N2C(c3ccccc3)c3[nH]c4ccccc4c3C[C@H]2C1=O (stereo partly drawn)	-20%	8%	-7%	10µM*	-11%	-10%	-4%	3%	-1%
CCOC(=O)C1(C)CCCN1C(=O)c1ccc(OC)cc1 (stereo not drawn)	.	-17%	9%	24%	0%	-3%	11%	-5%	8%
C[C@@H](CN1CCC[C@H]1CN1C(N)=NC[C@@H]1Cc1ccccc1)N1C[C@@H](Cc2ccccc2)N(CCCC2CCCC2)C1=N	-39%[inhibitor]	27%	-5%	13%	2%	0%	0%	6%	-8%
CN(Cc1ccccc1)c1ccc(S(=O)(=O)N2CCC(C(=O)O)CC2)cc1[N+](=O)[O-]	2%	2%	-7%	-1%	-16%	3%	1%	4%	-3%
Cc1ccc(C(=O)N2CCN(c3ccc(NC(=S)NC(=O)Cc4ccccc4)cc3)CC2)cc1	-3%	21%	0%	0%	3%	4%	1%	-9%	5%
O=S(=O)(c1ccccc1)c1nc(-c2cccc(Cl)c2)oc1NCc1ccccc1	.	0%	.	1%	-1%	0%	.	.	-12%
O=C(c1ccccc1)N1N=C(C(F)(F)F)CC1(O)c1ccccc1 (stereo not drawn)	-4%	?	-5%	?	-12%	-7%	2%	4%	4%
COC(=O)[C@@]1(Cc2ccc(OC)cc2)[C@@H]2C(=CC(=O)[C@H]2CC(=O)C(=O)N2CCCC2)CN1C(=O)c1ccccc1	?	-1%	?	?	12%	9.2µM*	21µM*	-3%	?
COc1ccc(CNC(=O)Nc2nc(C(N)CCc3ccccc3)cs2)cc1 (stereo not drawn)	.	15%	18µM*	?	3%	?	?	0%	5%
Cc1ccccc1S(=O)(=O)Cc1ccc(C(=O)NCCCN2CCCC(C)C2)o1 (stereo not drawn)	?	-3%	-1%	?	-24%	-9%	2%	-4%	?
N#CC1=C(N)OC2=C(C(=O)CCC2)C1c1ccsc1 (stereo not drawn)	3%	6%	17%	-8%	-3%	15%	13%	2%	7%

Sorted by value in SW480 rerep (descending): some entries from above.
mol	SW480 rerep	GLP1R inv ag	GLP-1R agonist
COc1ccc(CCNCc2ccccc2N2CCCC2)cc1	12%	-7%	4%
N#CC1=C(N)OC2=C(C(=O)CCC2)C1c1ccsc1 (stereo not drawn)	3%	-8%	2%
CC(C)CN1CC(=O)N2C(c3ccccc3)c3[nH]c4ccccc4c3C[C@H]2C1=O (stereo partly drawn)	-20%	10µM*	3%

Back to the main list, repeating the 4 entries before the break.
SMILES	SW480 rerep	TDP43 rescue	HT1080-NT tox	GLP1R inv ag	HEK293 tox	KB-3-1 cytotox	HT1080 IDH1KD tx	GLP-1R agonist	KB-V1 MDR tox
COC(=O)[C@@]1(Cc2ccc(OC)cc2)[C@@H]2C(=CC(=O)[C@H]2CC(=O)C(=O)N2CCCC2)CN1C(=O)c1ccccc1	?	-1%	?	?	12%	9.2µM*	21µM*	-3%	?
COc1ccc(CNC(=O)Nc2nc(C(N)CCc3ccccc3)cs2)cc1 (stereo not drawn)	.	15%	18µM*	?	3%	?	?	0%	5%
Cc1ccccc1S(=O)(=O)Cc1ccc(C(=O)NCCCN2CCCC(C)C2)o1 (stereo not drawn)	?	-3%	-1%	?	-24%	-9%	2%	-4%	?
N#CC1=C(N)OC2=C(C(=O)CCC2)C1c1ccsc1 (stereo not drawn)	3%	6%	17%	-8%	-3%	15%	13%	2%	7%
COc1ccccc1N1CCN(C2CCCN(C(=O)c3cc(C(C)C)on3)C2)CC1 (stereo not drawn)	.	17%	0%	-25%	-8%	-5%	-8%	6%	-18%
Cc1cc(C)cc(NC(=O)C(=O)NCCc2c[nH]c3ccccc23)c1	9%	7%	-16%	?	-8%	11%	-24%	9%	13%
O=C(CSc1nncn1-c1ccccc1)Nc1c(F)cccc1F	22%	0%	24%	23%	0%	-3%	13%	2%	0%
Cc1ccccc1NC(=O)N1CCN(S(=O)(=O)c2ccccc2)CC1	-97%[inhibitor]	-13%	0%	7%	0%	-7%	6%	15%	8%
C#CCn1c(-c2cccs2)nc2ccccc21	?	22%	1%	-28%	-20%	-4%	-3%	-8%	0%
CCOc1ccccc1NS(=O)(=O)c1c(C)noc1C	1%	9%	-1%	-2%	83%[activator]	-11%	0%	9%	4%
Cc1ccc(CNC(=O)c2cc3c(=O)n4ccccc4nc3n(CC3CCCO3)c2=N)cc1 (stereo not drawn)	?	-5%	5%	19%	224%[activator]	-10%	7%	-3%	?
CC1CCCCN1C(=O)CSc1nc(C2CC2)nc2c1cnn2-c1ccccc1 (stereo not drawn)	-17%	-1%	0%	5%	-11%	7%	8%	0%	3%
COc1ccccc1NC(=S)N1CCN(C/C=C/c2ccccc2)CC1	-10%	-27%	-15%	?	-1%[1.53 µM]	2%	-12%	-3%	?
COc1ccccc1-c1ccc2c(c1)C(C)(Cc1ccc(OC(F)(F)F)cc1)C(=O)N2 (stereo not drawn)	.	2%	?	?	1%	0%	?	-4%	0%
O=C(Oc1ccc(NC(=O)c2cc3c(cc2Br)OCO3)cc1)c1ccccc1	-24%	-12%	0%	1%	5%	4%	2%	-1%	1%
COc1ccc(CCN2C(=O)CC(N3CCOCC3)C2=O)cc1OC (stereo not drawn)	3%	9%	14%	14%	-2%	0%	16%	-4%	?
O=C(NN=Cc1ccc(F)cc1)c1ccccc1NS(=O)(=O)c1cccs1	1%	12%	-5%	-16%	1%	5%	-1%	2%	21%
O=C(NC(Cc1ccccc1)C(=O)O)C1CCCCC1 (stereo not drawn)	?	-16%	6%	24%	5%	11%	0%	-1%	-16%
CC(C)Cc1c(O)nc(SCC(=O)Nc2ccc3c(c2)CCC3)[nH]c1=O	1%	2%	12%	-6%	-18%	0%	1%	-2%	3%
Cc1ccc(S(=O)(=O)N2CCC(C(=O)OC(C)C(=O)NC3CCCCC3C)CC2)cc1C (stereo not drawn)	-35%	29%	-2%[9.24 µM]	?	-10%	7%	-1%	5%	0%
Cc1ccc(CNC(=O)Cn2cnc(S(=O)(=O)N3CCCCC3)c2)o1	-2%	-8%	19%	16%	-12%	-3%	20%	-4%	11%
O=C(CSc1nccn1Cc1ccc(F)cc1)NC1CCCCC1	.	15%	-1%	-18%	1%	2%	6%	-5%	?
CNC(=O)COC(=O)/C=C/c1cn(-c2ccccc2)nc1-c1ccc2c(c1)OCCO2	-5%	-11%	0%	-10%	3%	-8%	6%	0%	-2%
CCCn1c(C(C)NS(=O)(=O)c2ccccc2)n[nH]c1=S (stereo not drawn)	1%	14%	0%	5%	6%	2%	4%	-6%	-12%
CCCCN1C[C@H](c2ccc(OC)cc2)[C@@H](CC(=O)Nc2ccc(Br)cc2)C1=O	.	14%	-6%	?	-1%	-4%	0%	5%	?
CS(=O)(=O)N(CC(=O)N1CCCC1)c1ccccc1Br	1%	0%	9%	14%	-28%	-4%	6%	0%	-22%
CCOc1ccc(OCC)c(-c2c(=O)n(OCc3ccccc3C(=O)OC)c3ccccc3[n+]2[O-])c1	0%	3%	-2%	-2%	-18%	23%	-26%	6%	3.7µM*
O=C(CSc1nc2ccccc2o1)c1cc2ccccc2oc1=O	1%	-37%[inhibitor]	-7%	11%	119%[activator]	0%	3%	2%	-6%
CC12C(=O)N(CCC(=O)O)C(=O)C1C1C=CC2C1 (stereo not drawn)	2%	11%	19%	12%	11%	-1%	9%	-8%	10%
COc1ccc(OC)c(NC(=O)COC(=O)COc2ccc(Nc3ccccc3)cc2)c1	-5%	16%	14%	8%	-5%	-2%	15%	-2%	0%
CCCNC(=O)N1CCN(S(=O)(=O)c2ccc3c(c2)OCCO3)CC1	2%	-2%	0%	2%	5%	2%	-9%	-2%	-2%
Cc1ccc(C(=O)Nc2nnc(S(=O)(=O)N3CCCc4ccccc43)s2)cc1	.	19%	.	-14%	-5%	11%	.	.	-16%
O=C(Cc1ccc(S(=O)(=O)N2CCCC2)s1)N1CCOCC1	-1%	-14%	0%	-4%	-2%	-3%	4%	-8%	1%
C=CCn1c(COc2cc(C)ccc2C(C)C)nnc1SCC(=O)c1c(N)n(C)c(=O)n(C)c1=O	?	-15%	22%	-22%	4%	0%	15%	4%	-19%
Cc1nc2ccccn2c1-c1csc(Nc2ccc(C(=O)O)cc2)n1	12µM*	-3%	2.1µM*	-13%	-17%	?	3.3µM*	-6%	?

Random draw from the library; 9.4% or so of the library scored in one or more.
